Bioassay records: PubChem, several laboratories
Rin1-Abl PPI inh = blocks binding of human Rin1 to Abl. actives 0.4% (n = 360,000). inhibition, % at 7.35 µM. AID 588664. TR-FRET Rin1/Abl binding, biochemical; in the data active = inhibition above about 5%, passing the limit was not always enough
MsrA act = bovine methionine sulfoxide reductase A activation. purified bovine MsrA, absorbance read-out. activation, % at 10.6 µM. actives 0.3% (n = 360,000). AID 602163; in the data active = activation above about 7.5%;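 also: 0% = vehicle and 100% = reference activator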
Neddylation inh = blocks human cullin neddylation. P61081+Q13564. TR-FRET cullin neddylation, biochemical. calls only at 25 µM. actives 0.58% (n = 360,000); in the data active = inhibition above about 36%
Target sequence (P61081 whole entry, looked up): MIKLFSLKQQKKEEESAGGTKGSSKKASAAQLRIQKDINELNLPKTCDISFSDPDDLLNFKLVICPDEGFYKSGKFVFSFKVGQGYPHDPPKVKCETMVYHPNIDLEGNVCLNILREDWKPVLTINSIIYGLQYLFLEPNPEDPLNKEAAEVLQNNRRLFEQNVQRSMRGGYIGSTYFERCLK
Target sequence (Q13564 whole entry, looked up): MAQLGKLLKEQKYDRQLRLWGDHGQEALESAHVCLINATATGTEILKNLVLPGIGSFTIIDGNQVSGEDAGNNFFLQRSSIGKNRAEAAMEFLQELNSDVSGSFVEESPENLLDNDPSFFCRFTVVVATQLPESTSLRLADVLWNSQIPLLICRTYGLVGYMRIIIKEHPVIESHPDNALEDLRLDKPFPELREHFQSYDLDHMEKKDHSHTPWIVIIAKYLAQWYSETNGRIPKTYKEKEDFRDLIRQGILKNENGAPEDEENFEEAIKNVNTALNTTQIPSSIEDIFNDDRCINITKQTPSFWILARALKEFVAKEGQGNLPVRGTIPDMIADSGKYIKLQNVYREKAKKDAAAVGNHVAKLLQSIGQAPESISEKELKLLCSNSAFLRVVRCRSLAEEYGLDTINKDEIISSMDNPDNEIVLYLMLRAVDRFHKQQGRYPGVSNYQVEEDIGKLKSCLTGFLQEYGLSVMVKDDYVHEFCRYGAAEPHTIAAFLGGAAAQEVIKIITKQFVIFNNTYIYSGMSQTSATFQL
MsrA inh = inhibits bovine methionine sulfoxide reductase A; purified bovine MsrA, absorbance read-out; inhibition, % at 15.5 µM; actives 0.75% (n = 360,000); in the data active = inhibition above about 4.5%;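 also: 0% = vehicle wells with enzyme and 100% = reference inhibitor wells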
MT1-MMP act inh = blocks activation of human MT1-MMP. GFP/RFP ratio change, % at 20 µM. P50281. AID 651647. HT1080 RFP-PRO-GFP cells, GFP/RFP ratio fluorescence, overnight; percent of plate control window, DMSO zero. actives 0.061% (n = 360,000);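 active = GFP/RFP ratio change of at least 30% with cell ATP level not reduced by more than half and red fluorescence within 50% of control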; also: strong numbers were not always called active
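Assay system – RFP-PRO-GFP reporter HT1080 cells · Compound dosing – single dose of 20 µM compound, 1% DMSO final · Incubation – overnight compound exposure at 37 °C · Measure – GFP/RFP fluorescence ratio · Benchmarks – DMSO wells and RFP-L50D-GFP cells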
E coli Lon inh = inhibits E. coli Lon protease; P0A9M0; purified E. coli Lon protease, fluorescence polarization; inhibition, % at 7.94 µM; actives 0.42% (n = 360,000); in the data active = inhibition above about 13%, passing the limit was not always enough;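 also: 0% = enzyme with probe and DMSO and 100% = no enzyme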
SKN-1 inh = inhibitors of C. elegans SKN-1. inhibition, % at 21.8 µM. actives 0.49% (n = 360,000). C. elegans VP596 Pgst-4::GFP/RFP ratio, acrylamide-induced, 24 h;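 active = interference check ratio from 0.5 to 1.5 plus GFP to RFP signal ratio inhibition reaching or exceeding a fixed threshold, cut at about 30% in these data, passing the limit was not always enough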; also: some compounds called inactive have numbers as strong as hits
FAS TE block = inhibitors of human fatty acid synthase thioesterase domain | actives 0.67% (n = 360,000) | recombinant FAS-TE, OMFH fluorogenic substrate, fluorescence endpoint | P49327 | inhibition, % at 15 µM;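 active = compounds whose normalised, plate-corrected inhibition of enzyme fluorescence in the single-dose primary screen is 50% or more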;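 also: 0% = DMSO with enzyme and 100% = substrate without enzyme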
CendR NRP1 mod = NRP-1/CendR interaction modulation | actives 0.85% (n = 360,000) | FAM-RPARPAR peptide binding to NRP-1, fluorescence polarization | inhibition, % at 25 µM | O14786;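 active = inhibition or corrected inhibition above about 18%, plus a signal ratio from 0.5 to 1.5, limit read from the data, passing the limit was not always enough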; also: strong numbers were not always called active
* = called active by the depositor; i = inactive; / = no result given.

SMILES	Rin1-Abl PPI inh	MsrA act	Neddylation inh	MsrA inh	MT1-MMP act inh	E coli Lon inh	SKN-1 inh	FAS TE block	CendR NRP1 mod
CC(C)(C)OC(=O)NCC(=O)NCC(=O)OCc1ccccc1	-1	0	i	-0.3	2	7	-1	-5	3
O=C(Nc1cccc(C(=O)O)c1)/C(=C\c1ccco1)NC(=O)c1ccccc1	0	-1	i	1.9	-1	-12	12	-4	-14
COc1ccc(S(=O)(=O)NCc2cc(=O)n(C)c(=O)n2C)cc1C	1	-1	i	-1.0	1	-5	-1	-2	-5
COc1ccccc1/C=N/Nc1nccnc1Cl	0	-8	i	3.2	-5	-3	2	-5	16
O=[N+]([O-])c1cccc(S(=O)(=O)N2CCC(c3nc(-c4ccncc4)no3)CC2)c1	-3	-2	i	1.5	-1	-10	6	6	-7
O=C(c1ccc2c(=O)n(C3CCCC3)c(=S)[nH]c2c1)N1CCc2ccccc21	-3	-3	i	0.0	-2	-2	5	3	0
COc1ccc(C(CNS(=O)(=O)c2ccc(NC(C)=O)c(OC)c2)N2CCCC2)cc1 (configuration not stated)	0	0	i	-0.1	-5	-8	9	-6	-12
Cc1ccc(-n2nnc3c(=O)n(Cc4ccccc4C)cnc32)cc1	-1	-2	i	0.7	0	-8	10	0	-1
Cc1cc(Br)ccc1NC(=O)c1ccc(-n2cncn2)c([N+](=O)[O-])c1	-1	-1	i	-0.5	4	-3	-3	1	1
CN(C)C(CNC(=O)CCCc1c[nH]c2ccccc12)c1ccco1 (configuration not stated)	-5	-2	i	0.2	12	-2	-1	-4	10
COc1ccc(CNCc2ccccc2[N+](=O)[O-])cc1OC	-1	-9	i	-0.6	5	3	-9	-1	1
Cn1c2ccccc2c2ncn(Cc3ccco3)c(=O)c21	-4	-3	i	1.2	6	0	2	-5	-2
CCN(CC(=O)Nc1c(F)cccc1F)C(=O)CCCSc1nc2ccccc2[nH]1	1	0	i	0.4	-4	-7	3	-5	11
CCOC(=O)CSc1nnc(CSc2nc3ccccc3s2)n1C	3	-6	i	-0.2	0	3	0	-7	-1
Cc1ccc(-c2cc(C(F)(F)F)n3nc(C(=O)N4CCN5CCCC5C4)cc3n2)cc1 (configuration not stated)	3	-4	i	1.0	7	-2	15	-5	8
C=C(CC)C(=O)c1ccc(OCC(=O)O)c(Cl)c1Cl	-1	-4	i	-1.4	2	-2	-3	-1	-8
CCCCOc1ccc(N=Cc2ccc[nH]2)cc1	3	-2	i	0.8	3	3	-1	-2	-2
COC(=O)c1cccc(NC(=O)Nc2ccc(Cl)cc2Cl)c1	0	-8	i	0.6	4	10	2	11	18
O=C(O)C(=O)/C(=C\c1ccccc1)c1ccc2ccccc2n1	-1	2	/	0.1	1	-29	9	-6	-1
Cc1ccc(O)c(NC2=C(Cl)C(=O)N(Cc3ccccc3)C2=O)c1	1	-13	i	1.3	-3	-4	9	3	-19
N#C/C(=C\c1ccc(C#N)cc1)C(=O)N1CCCC1	-3	-2	i	/	-2	-7	-4	3	-2
CCOC(=O)N1CCN(Cc2c(F)cccc2F)CC1	1	0	i	-0.6	2	3	8	-4	15
CCOC(=O)[C@@H](NC(=O)CC[C@H]1O[C@@H](n2ccc(=O)[nH]c2=O)[C@H](O)[C@@H]1O)C(C)C	1	-4	i	-0.3	1	-12	-2	-11	7
COC(=O)c1ccccc1NS(=O)(=O)c1ccc(O)c(C(=O)O)c1	1	0	i	0.2	2	-10	-3	-3	-2
COCCCNS(=O)(=O)c1cccc(S(=O)(=O)c2cccc(S(=O)(=O)NCCCOC)c2)c1	-1	-8	i	1.3	1	1	-17	-5	1
COc1cccc(-c2cnc3cccnn23)c1	2	0	/	0.2	-9	-18	9	-7	-5
Clc1ccc(-c2c[nH]c3ccccc23)nn1	-1	-7	i	0.8	0	-1	8	-6	-1
CC(C)C(C)NC(=O)CSc1nnc(-c2c[nH]c3ccccc23)o1 (configuration not stated)	0	-7	i	0.5	-7	-6	8	0	-6
COc1ccc(C(=O)Cn2cnc3ccc(Cl)cc3c2=O)cc1F	3	-1	i	-0.5	0	-11	2	-4	1
C=CCn1c(COc2ccc(Cl)cc2)nnc1SCC(=O)N/N=C/c1cccc(O)c1	0	-2	i	2.2	2	0	5	4	-8
C#CCOCCOCCOCCNc1nc(N2CCN(C(=O)Cn3cc(CCCCN)nn3)CC2)nc(N2CCN(C(=O)Cn3cc(CCCCN)nn3)CC2)n1	-1	-1	i	1.5	1	2	9	-15	16
CCC(=O)Nc1ccc(N/C(N)=N/c2nc(C)cc(C)n2)cc1	-1	1	i	1.2	0	3	-5	-10	-11
CCOc1ccc(-n2c(C)c(C(=O)OC)c3cc(O)ccc32)cc1	2	1	i	-0.6	-1	-4	2	6	-4
COc1ccc(NC(=O)C2Cc3ccccc3C(=O)O2)cc1 (configuration not stated)	0	-2	i	-1.2	2	-6	-11	-5	6
O=C(NCc1cccc(C(F)(F)F)c1)c1csc([C@H]2C[C@H](O)[C@@H](CO)O2)n1	1	-9	i	0.9	-5	-1	3	-3	-1
CCOC(=O)COc1ccc2nsnc2c1Cl	-3	-3	/	2.4	1	-2	0	-6	1
COc1ccc(N2CCN(C(=O)COC(=O)COc3cccc(C(F)(F)F)c3)CC2)cc1	3	-3	i	0.0	-2	-4	4	0	-6
CCOC(=O)c1ccc(NC(=O)CCc2nc(-c3ccc(C)cc3)no2)cc1	3	-1	i	-0.1	2	13	21	31	5
O=C(OCCN1C(=O)c2ccccc2C1=O)c1ccc(S(=O)(=O)N2CCCCCC2)cc1	2	-6	i	-0.7	-2	10	-43	42	7
CCOc1ccc(NS(=O)(=O)c2cc(NC(=O)CCS(=O)(=O)c3ccc(C)cc3)ccc2OC)cc1	-3	1	i	-0.8	0	0	9	6	-6
CC1(C)Cc2ccccc2-c2nnc(C(F)(F)F)n21	-1	-1	i	-1.7	4	16	8	-7	6
COc1ccccc1NC(=O)C1CCN(S(=O)(=O)c2cccc3nonc23)CC1	-4	-1	i	-0.2	-4	-2	-8	1	6
O=C(NC1CCCCC1)C(c1cccnc1)N(C(=O)c1ccc(Cl)nc1)C1CCCCC1 (configuration not stated)	2	-4	i	-0.7	7	-13	1	-4	0
CCN(C(=O)c1cccc(Br)c1)c1ccccc1	0	-6	i	0.5	2	0	5	0	3
C=CC[C@@H](CC(=O)NCCO)C(=O)N[C@@H](COC(=O)[C@@H](CC=C)CC(=O)OC(C)(C)C)Cc1c[nH]c2ccccc12	3	-1	i	0.2	-4	-5	-1	-7	10
CCOC(=O)[C@H]1[C@H]2COc3ccc(Br)cc3[C@@H]2N2C(=O)c3cc(Br)ccc3NC(=O)[C@@]12C	1	-12	i	0.0	-11	3	-23	50	5
CCc1ccc(C(=O)COC(=O)c2cc([N+](=O)[O-])ccc2NCCO)cc1	-1	-8	i	0.1	5	13	-2	84*	-3
Fc1ccc(/C=N/Nc2nc(-c3cccnc3)nc3ccccc23)cc1	1	-6	i	0.8	-2	-7	-4	10	0
CCC1(c2ccc(OC)cc2)NC(=O)N(CC(=O)N2CCc3ccccc32)C1=O (configuration not stated)	3	-4	i	-2.5	4	2	21	2	-2
CC1CC(C)CN(S(=O)(=O)c2ccc3c(c2)oc(=O)n3CC(=O)N(C)Cc2ccccc2)C1 (configuration not stated)	1	-1	i	0.9	-2	-7	4	11	-6
COc1ccc2nc3ccccc3nc2c1NC(=O)c1ccc(Br)cc1	-1	0	i	0.5	-32	-6	10	-7	-20
CC(=O)Nc1ccc(Nc2nnc(-c3ccc(C)c(S(N)(=O)=O)c3)c3ccccc23)cc1	-3	-6	i	2.0	3	2	-1	-4	1
COC(=O)c1cc(NC2c3ccccc3C(=O)N2CCN2CCOCC2)cc(C(=O)OC)c1 (configuration not stated)	2	-1	i	-0.4	-2	-6	-9	-5	3
COc1ccc(C)cc1NC(=O)CSc1nc2ccccc2nc1N1CCCC1	-3	-2	i	0.6	-5	0	-13	26	-4
COc1ccccc1C(=O)Nc1ccccc1C(=O)N1CCCC1	-1	-3	i	-0.4	1	1	-6	-9	-7
COc1ccc(CN2CCN(C(=O)C3CCN(S(=O)(=O)c4cccs4)CC3)CC2)c(OC)c1OC	2	-3	i	0.7	-1	-3	4	-2	1
c1coc(-c2ccnc3nc(-n4cccc4)nn23)c1	-1	-4	i	1.6	0	-7	6	-7	-8
O=C(c1ccco1)N1N=C(c2ccc(Cl)cc2)CC1c1ccco1 (configuration not stated)	2	-2	i	-0.3	0	-3	9	20	-2
CCn1ccnc1CNC(=O)C1CCC(=O)N(Cc2ccccc2F)C1 (configuration not stated)	1	-7	i	-0.2	2	-5	-8	-7	7
O=C1C=C(Nc2ccc(Cl)cc2)CC(c2ccco2)C1 (configuration not stated)	2	0	i	0.3	4	12	-1	-2	1
(next part)
SMILES	Rin1-Abl PPI inh	MsrA act	Neddylation inh	MsrA inh	MT1-MMP act inh	E coli Lon inh	SKN-1 inh	FAS TE block	CendR NRP1 mod
O=C(CN1CCN(Cc2ccc3c(c2)OCO3)CC1)Nc1cc(S(=O)(=O)N2CCCC2)ccc1Cl	-2	-1	i	0.1	-1	1	-1	36	6
COc1ccc(CC2CCOC2=O)cc1 (configuration not stated)	2	-2	i	1.8	-1	-9	2	-7	-2
CCOc1cc(N2CCOCC2)c(OCC)cc1NC(=S)NCCCOC	-6	-1	i	0.3	-2	2	3	-5	-2
O=C(CCNC(=O)c1ccccc1)N/N=C/c1ccc([N+](=O)[O-])cc1	-1	-1	i	1.1	2	-3	12	13	-6
Cc1ccc(/C=C(\C#N)C(=O)NCCN2CCOCC2)cc1	2	-2	i	2.9	0	-1	1	-5	9
Cc1cc(/C=C2/NC(=S)NC2=O)c(C)n1-c1cccnc1	-7	-7	i	2.0	-1	-16	20	-16	-190
COc1ccc(-c2cc(C(=O)N3CCN(c4ccccn4)CC3)c3ccccc3n2)cc1	0	-5	i	2.3	-10	-10	6	27	-8
CNC(=O)c1c(O)c2cccc3c2n(c1=O)CC3	2	1	i	0.5	2	6	-10	-4	13
CCOC(=O)c1cnc2nc(C)nn2c1N	5	-9	i	0.9	4	4	-11	-1	-4
COc1ccc(NC(=O)N2CCC(c3nc4ccccc4[nH]3)CC2)cc1	3	-1	i	0.9	2	0	5	0	-6
CCCC[C@H]1COCCS(=O)(=O)N1Cc1cccc(Cl)c1	2	-1	i	-0.1	2	-2	-7	18	13
CCCCn1nnnc1C(c1cc2ccccc2o1)N1CCCC1 (configuration not stated)	/	11*	i	-0.2	2	-1	-3	0	4
Cc1ccccc1NC(=O)NCc1ccccn1	-3	-4	i	-0.9	2	3	27	2	6
Cn1cnnc1SCC(=O)c1ccc2c(c1)OCCO2	3	-6	i	0.2	2	-2	6	-2	2
O=C(COc1ccccc1O)NC1CCCC1	-1	-1	i	1.7	2	-3	10	-10	18

Arranged by count of non-hydrogen atoms (largest number first): part of the list above
SMILES	Rin1-Abl PPI inh	MsrA act	Neddylation inh	MsrA inh	MT1-MMP act inh	E coli Lon inh	SKN-1 inh	FAS TE block	CendR NRP1 mod
O=C(CN1CCN(Cc2ccc3c(c2)OCO3)CC1)Nc1cc(S(=O)(=O)N2CCCC2)ccc1Cl	-2	-1	i	0.1	-1	1	-1	36	6
COc1ccc(-c2cc(C(=O)N3CCN(c4ccccn4)CC3)c3ccccc3n2)cc1	0	-5	i	2.3	-10	-10	6	27	-8
CCOc1cc(N2CCOCC2)c(OCC)cc1NC(=S)NCCCOC	-6	-1	i	0.3	-2	2	3	-5	-2
CCCCn1nnnc1C(c1cc2ccccc2o1)N1CCCC1 (configuration not stated)	/	11*	i	-0.2	2	-1	-3	0	4
Cc1ccc(/C=C(\C#N)C(=O)NCCN2CCOCC2)cc1	2	-2	i	2.9	0	-1	1	-5	9
CNC(=O)c1c(O)c2cccc3c2n(c1=O)CC3	2	1	i	0.5	2	6	-10	-4	13
O=C(COc1ccccc1O)NC1CCCC1	-1	-1	i	1.7	2	-3	10	-10	18
